PREPL inhibitor: human PREPL enzyme inhibition | 0.68% of 320,000 active | AID 2751 | inhibition, % at 5.96 µM | Q4J6C6 | recombinant PREPL, fluorescence polarization activity-based probe; in the data active means inhibition above about 43%;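 further: 0% = enzyme with DMSO and 100% = wells lacking enzyme; many of its hits are not listed in these tables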
PAFAH1B3 inh: blocks human PAF acetylhydrolase 1B catalytic subunit 3; Q15102; recombinant PAFAH1B3, FP-rhodamine probe, fluorescence polarization; inhibition, % at 3.39 µM; 0.28% of 340,000 active;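 active means inhibition above the screen-wide average of all tested compounds plus 3 SD, cut at about 25% in these data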;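 further: 0% = enzyme with DMSO only and 100% = wells lacking PAFAH1B3 protein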
PAFAH2 FP inh: PAFAH2 (human) inhibition; recombinant PAFAH2, FP-rhodamine activity probe, fluorescence polarization; inhibition, % at 3.39 µM; Q99487; 0.99% of 340,000 active;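 active means inhibition above the mean over all tested compounds plus 3 SD, cut at about 30% in these data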;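 further: inhibitors block probe labeling of enzyme so polarization drops; 0% = enzyme with DMSO and 100% = wells lacking PAFAH2 protein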
PAD4 FP inh: inhibitors of human PAD4 | Q9UM07 | 0.41% of 330,000 active | recombinant PAD4, RCA probe fluorescence polarization | inhibition, % at 6.36 µM;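 active means percent inhibition above a cutoff equal to the mean of all tested compounds plus 3 SD, cut at about 15% in these data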;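 further: 0% = PAD4 with RCA probe and DMSO and 100% = probe without PAD4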
Target sequence (Q9UM07 whole entry, looked up): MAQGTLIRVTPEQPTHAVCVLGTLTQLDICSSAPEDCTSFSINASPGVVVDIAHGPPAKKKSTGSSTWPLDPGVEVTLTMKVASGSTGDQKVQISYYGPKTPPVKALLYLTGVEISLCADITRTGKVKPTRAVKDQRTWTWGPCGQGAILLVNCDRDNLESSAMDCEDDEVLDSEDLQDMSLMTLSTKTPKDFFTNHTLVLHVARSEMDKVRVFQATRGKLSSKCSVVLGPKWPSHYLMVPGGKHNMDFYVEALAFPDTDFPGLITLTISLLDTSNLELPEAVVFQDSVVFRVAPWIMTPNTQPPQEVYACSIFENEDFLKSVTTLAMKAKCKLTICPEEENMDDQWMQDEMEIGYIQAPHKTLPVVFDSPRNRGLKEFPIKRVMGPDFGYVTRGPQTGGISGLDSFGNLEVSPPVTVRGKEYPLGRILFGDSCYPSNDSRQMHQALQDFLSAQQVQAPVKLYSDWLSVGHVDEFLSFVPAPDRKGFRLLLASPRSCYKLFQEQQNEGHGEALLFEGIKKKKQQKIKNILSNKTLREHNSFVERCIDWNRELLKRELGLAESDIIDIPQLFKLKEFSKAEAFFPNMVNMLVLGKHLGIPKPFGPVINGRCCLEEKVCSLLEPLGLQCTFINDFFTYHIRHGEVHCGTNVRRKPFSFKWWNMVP
LYPLA1 counter: blocks human lysophospholipase 1, a PME1 counter-screen | O75608 | 0.16% of 320,000 active | recombinant LYPLA1, FP-Rh probe fluorescence polarization | inhibition, % at 5.9 µM | AID 2174;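 active means inhibition above the mean of all tested compounds plus 3 SD, set per campaign, cut at about 14% in these data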;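 further: inhibitors block serine hydrolase probe labeling of LYPLA1 so polarization falls; 0% = enzyme with DMSO and 100% = wells lacking LYPLA1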
LYPLA2 counter: blocks human lysophospholipase 2, a PME1 counter-screen. inhibition, % at 5.9 µM. recombinant LYPLA2, FP-Rh probe fluorescence polarization. O95372. AID 2177. 0.38% of 320,000 active;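 active means inhibition above the screen-wide mean plus 3 SD, limit set per campaign, cut at about 26% in these data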;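 further: 0% = LYPLA2 with DMSO and 100% = wells lacking LYPLA2 enzyme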
ZTA DNA inh: blocks Epstein-Barr virus ZTA, an EBNA-1 counter-screen; ZTA-DNA binding, fluorescence polarization; inhibition, % at 11 µM; 0.15% of 320,000 active; AID 2234; in the data active means inhibition above about 33%
EBNA-1 inh: blocks EBNA-1 binding to DNA. EBNA-1 DNA binding, fluorescence polarization. 0.34% of 300,000 active. inhibition, % at 14.8 µM; in the data active means inhibition above about 28%
GSTO1 inh: blocks human GSTO1 in RBBP9 counter-screen; inhibition, % at 5.96 µM; 1.1% of 300,000 active; P78417; recombinant GSTO1, activity-based probe fluorescence polarization;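 active means inhibition above the campaign mean inhibition plus 3 SD, cut at about 35% in these data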;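 further: 0% = GSTO1-1 with DMSO and 100% = wells lacking GSTO1-1 enzyme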
Target sequence (P78417 whole entry, looked up): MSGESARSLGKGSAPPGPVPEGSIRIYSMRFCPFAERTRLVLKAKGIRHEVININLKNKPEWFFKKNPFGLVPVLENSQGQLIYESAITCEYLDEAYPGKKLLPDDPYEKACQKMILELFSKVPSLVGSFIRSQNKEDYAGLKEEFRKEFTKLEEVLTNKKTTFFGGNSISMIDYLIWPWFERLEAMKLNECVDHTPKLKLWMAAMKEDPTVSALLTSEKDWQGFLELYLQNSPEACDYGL
* hit, by the source's call. This is a subset (hit frequency here may not be typical).

`COc1ccccc1NC(=O)N1CCCC(C(=O)Nc2cccc(C)c2C)C1` (stereo unspecified) gave PREPL inhibitor -4, PAFAH1B3 inh 1, PAFAH2 FP inh 2, PAD4 FP inh -4, LYPLA1 counter 2, LYPLA2 counter -9, ZTA DNA inh -9, EBNA-1 inh -15 and GSTO1 inh -10.
Screening CC(C)n1c(/N=C/c2ccccc2O)nc2ccccc21 returned PREPL inhibitor 0, PAFAH1B3 inh -3, PAFAH2 FP inh -1, PAD4 FP inh 2, LYPLA1 counter 0, LYPLA2 counter 0, ZTA DNA inh 10, EBNA-1 inh 9 and GSTO1 inh 3.
CCOc1ccc(NS(=O)(=O)c2ccc(C(=O)N3CCN(C(C)=O)CC3)cc2)cc1 was read as PREPL inhibitor 8, PAFAH1B3 inh -1, PAFAH2 FP inh -6, PAD4 FP inh 7, LYPLA1 counter 6, LYPLA2 counter 12, ZTA DNA inh -14, EBNA-1 inh -14 and GSTO1 inh 5.
Screening CCOC(=O)c1cc(CC)sc1NC(=O)c1ccc(N2CCOCC2)c([N+](=O)[O-])c1 returned PREPL inhibitor 19, PAFAH1B3 inh -6, PAFAH2 FP inh -8, PAD4 FP inh -8, LYPLA1 counter 0, LYPLA2 counter -1, ZTA DNA inh -1, EBNA-1 inh -1 and GSTO1 inh -5.
`Cc1nnc(SCc2nc3ccccc3[nH]2)s1` gave PREPL inhibitor 3, PAFAH1B3 inh 7, PAFAH2 FP inh -1, PAD4 FP inh -7, LYPLA1 counter 5, LYPLA2 counter 4, ZTA DNA inh -1, EBNA-1 inh 6 and GSTO1 inh -10.
`c1csc(CNCCN2CCOCC2)c1` gave PREPL inhibitor -4, PAFAH1B3 inh 3, PAFAH2 FP inh 1, PAD4 FP inh -6, LYPLA1 counter -2, LYPLA2 counter 2, ZTA DNA inh -21, EBNA-1 inh -3 and GSTO1 inh 2.
Screening COc1cc(C(=O)NCC(=O)N/N=C/c2c(C)[nH]c3ccccc23)cc(OC)c1OC returned PREPL inhibitor 23, PAFAH1B3 inh 3, PAFAH2 FP inh -1, PAD4 FP inh 5, LYPLA1 counter 3, LYPLA2 counter 8, ZTA DNA inh -12, EBNA-1 inh -2 and GSTO1 inh 10.
For O=C1NCC(O)=C1C=NCCCO the results were PREPL inhibitor 9, PAFAH1B3 inh 3, PAFAH2 FP inh -5, PAD4 FP inh -6, LYPLA1 counter 0, LYPLA2 counter 1, ZTA DNA inh -13, EBNA-1 inh -11 and GSTO1 inh -5.
CCC(C(=O)OC)n1cnc2c(oc3ccccc32)c1=O (stereo unspecified) was read as PREPL inhibitor 4, PAFAH1B3 inh 6, PAFAH2 FP inh 2, PAD4 FP inh 2, LYPLA1 counter 1, LYPLA2 counter 0, ZTA DNA inh 1, EBNA-1 inh -9 and GSTO1 inh 2.
CN(C)c1ccc(C(=O)OCC(=O)N2CCCCCC2)cc1 was read as PREPL inhibitor 1, PAFAH1B3 inh -5, PAFAH2 FP inh 57*, PAD4 FP inh -5, LYPLA1 counter -3, LYPLA2 counter 0, ZTA DNA inh -7, EBNA-1 inh -5 and GSTO1 inh -13.
CC(=O)c1c(C)[nH]c(C(=O)N2CCN(c3cc(Cl)ccc3C)CC2)c1C was read as PREPL inhibitor 11, PAFAH1B3 inh 2, PAFAH2 FP inh 0, PAD4 FP inh 1, LYPLA1 counter -42, LYPLA2 counter 3, ZTA DNA inh -9, EBNA-1 inh -11 and GSTO1 inh 1.
Screening COc1ccc(-c2c(C#N)c(N)nc3sc(C(=O)c4ccccc4)c(N)c23)cc1 returned PREPL inhibitor 16, PAFAH1B3 inh 6, PAFAH2 FP inh -7, PAD4 FP inh 9, LYPLA1 counter -2, LYPLA2 counter -5, ZTA DNA inh -8, EBNA-1 inh -5 and GSTO1 inh -5.
Screening CO[C@@H]1[C@@H](OC(N)=O)[C@@H](O)C(Oc2ccc3c(O)c(NC(=O)c4ccc(O)c(CC=C(C)C)c4)c(=O)oc3c2C)OC1(C)C (stereo partly specified) returned PREPL inhibitor -6, PAFAH1B3 inh 2, PAFAH2 FP inh -1, PAD4 FP inh 2, LYPLA1 counter 1, LYPLA2 counter 1, ZTA DNA inh -1, EBNA-1 inh 5 and GSTO1 inh 3.
`O=C(CSc1nnc(-c2ccccn2)n1-c1ccccc1)Nc1ccc2c(c1)OCO2` gave PREPL inhibitor 2, PAFAH1B3 inh 3, PAFAH2 FP inh 3, PAD4 FP inh 6, LYPLA1 counter -1, LYPLA2 counter 3, ZTA DNA inh -3, EBNA-1 inh 1 and GSTO1 inh 5.
CC1CCN(C(=O)c2[nH]cnc2C(=O)N2CCN(c3ccccc3)CC2)CC1 was read as PREPL inhibitor 38, PAFAH1B3 inh 2, PAFAH2 FP inh -2, PAD4 FP inh 1, LYPLA1 counter 4, LYPLA2 counter 3 and ZTA DNA inh 13.
`CCn1c(CNc2ccc(OC)cc2)nnc1SCC(=O)Nc1ccc(F)cc1` gave PREPL inhibitor 11, PAFAH1B3 inh 2, PAFAH2 FP inh -6, PAD4 FP inh -3, LYPLA1 counter -4, LYPLA2 counter -4, ZTA DNA inh 14, EBNA-1 inh -2 and GSTO1 inh 12.
Screening O=C1/C(=C\c2ccc3c(c2)OCO3)CCC/C1=C/c1ccc2c(c1)OCO2 returned PREPL inhibitor 6, PAFAH1B3 inh 0, PAFAH2 FP inh -7, PAD4 FP inh 1, LYPLA1 counter -1, LYPLA2 counter 5, ZTA DNA inh 2, EBNA-1 inh 1 and GSTO1 inh -15.
Screening COc1ccc(CCN=C(C)c2cc(C)c(C)cc2O)cc1OC returned PREPL inhibitor 11, PAFAH1B3 inh 2, PAFAH2 FP inh -4, PAD4 FP inh 5, LYPLA1 counter 6, LYPLA2 counter 15, ZTA DNA inh -8, EBNA-1 inh -3 and GSTO1 inh 0.
For CC(C)C(CC(=O)N1CCCCC1)C1CCOC(C)(C)C1 (stereo unspecified) the results were PREPL inhibitor 13, PAFAH1B3 inh -2, PAFAH2 FP inh 1, PAD4 FP inh 1, LYPLA1 counter -2, LYPLA2 counter 1, ZTA DNA inh -15, EBNA-1 inh 2 and GSTO1 inh 9.
CC(C)(C)n1cnc(C(N)=O)c1N was read as PREPL inhibitor 4, PAFAH1B3 inh -4, PAFAH2 FP inh -9, PAD4 FP inh 0, LYPLA1 counter 1, LYPLA2 counter -3, ZTA DNA inh -6, EBNA-1 inh -15 and GSTO1 inh -5.
O=C(COC(=O)c1n[nH]c2ccccc12)Nc1ccc(S(=O)(=O)N2CCCC2)cc1 was read as PREPL inhibitor -14, PAFAH1B3 inh -27, PAFAH2 FP inh -25, PAD4 FP inh -14, LYPLA1 counter -20, LYPLA2 counter -45, ZTA DNA inh 5, EBNA-1 inh 14 and GSTO1 inh -22.
For CCOc1ccc(NC(=O)C2CC(=O)N=C(N)S2)cc1 (stereo unspecified) the results were PREPL inhibitor -4, PAFAH1B3 inh -2, PAFAH2 FP inh -5, PAD4 FP inh -1, LYPLA1 counter -2, LYPLA2 counter 6, ZTA DNA inh 10, EBNA-1 inh 9 and GSTO1 inh -3.
For O=C1CCc2cc(S(=O)(=O)Nc3ccccc3Cl)ccc2N1 the results were PREPL inhibitor 10, PAFAH1B3 inh 9, PAFAH2 FP inh -6, PAD4 FP inh -1, LYPLA1 counter -1, LYPLA2 counter -2 and ZTA DNA inh -8.
For COc1ccc(C(=O)N2CCN(c3ccccc3)CC2)cc1S(=O)(=O)N1CCOCC1 the results were PREPL inhibitor 3, PAFAH1B3 inh 8, PAFAH2 FP inh 4, PAD4 FP inh -1, LYPLA1 counter 0, LYPLA2 counter 0, ZTA DNA inh 5, EBNA-1 inh 11 and GSTO1 inh 6.
For Cc1ccc2nsnc2c1S(=O)(=O)NC1CC1 the results were PREPL inhibitor -1, PAFAH1B3 inh 2, PAFAH2 FP inh -3, PAD4 FP inh 0, LYPLA1 counter 0, LYPLA2 counter 0, ZTA DNA inh 19, EBNA-1 inh 13 and GSTO1 inh -4.
Screening CCNc1nc(NCC)n2c(SCC(=O)Nc3ccc(OC)c(OC)c3)nnc2n1 returned PREPL inhibitor -7, PAFAH1B3 inh 2, PAFAH2 FP inh 6, PAD4 FP inh -1, LYPLA1 counter 2, LYPLA2 counter 0, ZTA DNA inh -17, EBNA-1 inh -4 and GSTO1 inh -4.
`CC(=O)N1CCC(=NNc2ccnc3cc(Cl)ccc23)CC1` gave PREPL inhibitor 34, PAFAH1B3 inh 0, PAFAH2 FP inh 1, PAD4 FP inh 1, LYPLA1 counter 3, LYPLA2 counter 7, ZTA DNA inh 0, EBNA-1 inh 6 and GSTO1 inh 0.
For COc1cc(CNCCCN2CCOCC2)ccc1OCC(=O)NC(C)(C)C the results were PREPL inhibitor -3, PAFAH1B3 inh 8, PAFAH2 FP inh -3, PAD4 FP inh 0, LYPLA1 counter 3, LYPLA2 counter 6, ZTA DNA inh 13, EBNA-1 inh 4 and GSTO1 inh 2.
Cc1cc(C(=O)O)c(S(C)(=O)=O)s1 was read as PREPL inhibitor -9, PAFAH1B3 inh 1, PAFAH2 FP inh 3, PAD4 FP inh -3, LYPLA1 counter 0, LYPLA2 counter 3, ZTA DNA inh 1, EBNA-1 inh -16 and GSTO1 inh 0.
COCc1nnc(NC(=O)c2ccc(NC(=O)C(C)C)cc2)s1 was read as PREPL inhibitor 12, PAFAH1B3 inh 2, PAFAH2 FP inh 1, PAD4 FP inh -1, LYPLA1 counter -3, LYPLA2 counter 5, ZTA DNA inh 4, EBNA-1 inh -4 and GSTO1 inh -3.
Cc1ccc(S(=O)(=O)N(C)C)cc1NC(=O)c1ccccc1SCC(=O)N1CCCC1 was read as PREPL inhibitor -5, PAFAH1B3 inh 11, PAFAH2 FP inh 8, PAD4 FP inh 1, LYPLA1 counter 4, LYPLA2 counter 8 and ZTA DNA inh -4.
`COC(=O)C(CCSC)NC(=O)Cn1ncc2c(=O)oc3ccc(C)cc3c21` (stereo unspecified) gave PREPL inhibitor 12, PAFAH1B3 inh 1, PAFAH2 FP inh -6, PAD4 FP inh 0, LYPLA1 counter 1, LYPLA2 counter 0, ZTA DNA inh 1, EBNA-1 inh 2 and GSTO1 inh 4.
`CN(c1ccccc1)S(=O)(=O)c1cccc2ccccc12` gave PREPL inhibitor -6, PAFAH1B3 inh 11, PAFAH2 FP inh 8, PAD4 FP inh -14, LYPLA1 counter -4, LYPLA2 counter -10, ZTA DNA inh 4, EBNA-1 inh -15 and GSTO1 inh 7.

Of the compounds above, these have two or more sulfur atoms.
`Cc1nnc(SCc2nc3ccccc3[nH]2)s1` gave PREPL inhibitor 3, PAFAH1B3 inh 7, PAFAH2 FP inh -1, PAD4 FP inh -7, LYPLA1 counter 5, LYPLA2 counter 4, ZTA DNA inh -1, EBNA-1 inh 6 and GSTO1 inh -10.
For Cc1ccc2nsnc2c1S(=O)(=O)NC1CC1 the results were PREPL inhibitor -1, PAFAH1B3 inh 2, PAFAH2 FP inh -3, PAD4 FP inh 0, LYPLA1 counter 0, LYPLA2 counter 0, ZTA DNA inh 19, EBNA-1 inh 13 and GSTO1 inh -4.
Cc1cc(C(=O)O)c(S(C)(=O)=O)s1 was read as PREPL inhibitor -9, PAFAH1B3 inh 1, PAFAH2 FP inh 3, PAD4 FP inh -3, LYPLA1 counter 0, LYPLA2 counter 3, ZTA DNA inh 1, EBNA-1 inh -16 and GSTO1 inh 0.
Cc1ccc(S(=O)(=O)N(C)C)cc1NC(=O)c1ccccc1SCC(=O)N1CCCC1 was read as PREPL inhibitor -5, PAFAH1B3 inh 11, PAFAH2 FP inh 8, PAD4 FP inh 1, LYPLA1 counter 4, LYPLA2 counter 8 and ZTA DNA inh -4.
